Source: PubChem BioAssay
PV pol inh – poliovirus RdRp elongation inhibitors, primary screen, biochemical, fluorescence polarization, total intensity. poliovirus polymerase elongation; hits give low values. 150,000 tested, 0.66% active. % elongation, % (compound at 16.7 µg/mL). Genome polyprotein (Poliovirus type 1 (strain Mahoney)), P03300; in the data active = % elongation below about 90%; also: some results filed as inactive read as strong as hits
Target sequence (P03300 1749-2209 limits assumed): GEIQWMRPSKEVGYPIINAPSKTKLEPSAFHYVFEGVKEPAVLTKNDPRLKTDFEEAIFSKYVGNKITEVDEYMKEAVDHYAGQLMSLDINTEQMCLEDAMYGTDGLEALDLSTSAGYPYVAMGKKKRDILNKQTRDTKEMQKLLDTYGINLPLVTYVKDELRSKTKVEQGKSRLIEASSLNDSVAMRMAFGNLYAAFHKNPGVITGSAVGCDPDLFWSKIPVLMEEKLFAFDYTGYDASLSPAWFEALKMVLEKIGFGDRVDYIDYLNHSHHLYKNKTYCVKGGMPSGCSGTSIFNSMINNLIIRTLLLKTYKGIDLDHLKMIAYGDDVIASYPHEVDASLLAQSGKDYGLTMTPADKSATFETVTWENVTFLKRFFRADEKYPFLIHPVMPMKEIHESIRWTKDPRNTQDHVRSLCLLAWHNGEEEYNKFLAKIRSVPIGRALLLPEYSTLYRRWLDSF
PV pol inh FP z-score – also measured in PV pol inh; calls as there; z-score; measured here: FP z-score; hits read low
An asterisk follows results filed as active; & = joins results of further samples. Some of the compounds tested (hit frequency here may not be typical).

SMILES	PV pol inh	PV pol inh FP z-score
Cc1cc(C)c(NC(=O)Cn2c(=O)c3cccn3c3ccccc32)c(C)c1	109	0.3
Cc1ccc(CN2CCc3nc(N4CCN(C)CC4)ncc3C2)s1	108	0.4
O=c1c2oc3ccccc3c2n(Cc2ccc(Cl)cc2)c(=O)n1Cc1ccccc1	111	1
O=C(CNC(=O)c1ccco1)Nc1ccc(Br)cc1	102	0.2
COc1ccccc1NC(=O)CN(Cc1ccco1)C(=O)Cn1nc(C(N)=O)c2ccccc2c1=O	103	0.2
Cc1onc(-c2ccccc2Cl)c1C(=O)OC(c1ccccc1)C(F)(F)F (configuration not stated)	102	0.1
COc1ccc(NC(=O)N2CCN(Cc3ccccc3Cl)CC2)cc1	99	-1.6
OCC(O)C1OC(Nc2ccc(Br)cc2)C(O)C1O (configuration not stated)	99	-0.4
CC(C)(C)NC(=O)C1CC(=O)OC12CCCCC2 (configuration not stated)	104	0.6
CCCc1cc(=O)[nH]c(SCC(=O)N2CCCC2=O)n1	120	3.2
CCC(C)NC(=O)CSc1nc2cc3c(cc2c(=O)n1CCCCCC(=O)NCc1ccc(OC)cc1)OCO3 (configuration not stated)	110	0.9
c1ccc2sc(NC3=NCN(CCN4CCOCC4)CN3)nc2c1	102	-0.3
NCCCSc1nc(C2CC2)n(-c2ccccc2)n1	96	-1.2
O=C(NCC1CCNCC1)/C(=N/O)c1ccccc1	103	0.3
O=C1C2CC=CCC2C(=O)N1c1ccccc1 (configuration not stated)	100	0.1
CCCCSc1ncc(C(=O)OCC)c(N)n1	101	-0.4
COC(=O)C1=C(c2ccccc2)S(=O)(=O)CCN1C(C)=O	105	0.3
S=C(NCCc1ccccc1)N1CCC2(CC1)OCCO2	100	-0.1
CCOC(=O)C1CCN(C2CC(=O)N(c3ccc(N4C(=O)CC(N5CCC(C(=O)OCC)CC5)C4=O)cc3)C2=O)CC1 (configuration not stated)	99	-0.3
COc1cccc(-n2cc(C(=O)NCc3cccnc3)c3ccccc3c2=O)c1	103	0.8
O=c1ccc(=O)n(CNc2nccs2)[nH]1	96	-0.6
COc1ccc(C2SC[C@H]3C(=O)N(c4ccccc4)C(=S)N23)cc1 (some centres not stated)	102	0.3
Cc1nc2c(C(=O)NCCCN(CC(C)C)CC(C)C)cnn2c(C)c1Cc1c(F)cccc1Cl	114	0.9
COc1ccc(CCC(=O)NCc2nc3cccnc3n2Cc2ccc(F)cc2)cc1	102	-1.3
COc1cccc(NC(=O)C2CC(=O)N(Cc3ccco3)C2)c1 (configuration not stated)	103	0
NNc1nc(-c2ccccc2)cc(-c2ccccc2)n1	106	0.9
CS(=O)(=O)c1ccc(Cl)c(Cl)c1	99	-1.5
CC(C)(C)C1(O)CC2OC(=O)CC23C(=O)OC2OC(=O)C(O)C231 (configuration not stated)	94	-0.6
CN[C@@H]1C(OC2[C@H](O[C@H]3[C@H](O)[C@@H](O)[C@H](N=C(N)N)[C@@H](O)[C@@H]3N=C(N)N)OC(C)[C@]2(O)CO)OC(CO)C(O)C1O (some centres not stated)	99	-0.2
CC(C)c1ccc(NS(=O)(=O)Cc2ccccc2)cc1	104	-0.1
CCC(C(=O)NC1CCCC1)n1c(SCc2ccc(C)cc2)nc2ccncc21 (configuration not stated)	104	0.4
O=C(CCSCc1ccc(Cl)cc1)N1CCN(c2ccccc2)CC1	102	0.2
O=C(Cc1ccc(Cl)cc1)NCC(c1cccs1)S(=O)(=O)c1ccc(Cl)cc1 (configuration not stated)	110	0.6
CCN1C(=O)c2ccccc2S(=O)c2ccc(C(=O)N3CCN(c4ccccc4)CC3)cc21 (configuration not stated)	106	0.1
Cc1nc2c(n1C1CCCCC1)C(=O)c1ccccc1C2=O	95	-0.4
O=C(Cn1c(SCc2cccc(C(F)(F)F)c2)nc2ccncc21)NCCC1=CCCCC1	104	0.7
COC(=O)c1ccc(S(=O)(=O)NCc2ccco2)o1	98	-1.5
COc1cc2c(cc1OC)CN(C(=O)CCc1ccccc1)CC2	101	-0.4
Cc1cc(C2=NNC(=NCC3CCCO3)SC2)c(C)n1-c1ccc(OC(F)F)cc1 (configuration not stated)	113	1.2
COc1ccc(-c2[nH]ncc2C(=O)NCCCc2ccccc2)cc1	103	0.2
COc1ccc2nc(N3CCCCC3)c(/C=C3\N=C(c4ccccc4)OC3=O)cc2c1	106	0.4
CCOC(=O)CNc1n[nH]c(=O)[nH]c1=O	109	0.9
COc1ccccc1CNC(=O)c1cc2sccc2n1Cc1ccc(F)cc1	107	0.9
O=C1NC(c2ccccc2)C(C(=O)c2ccccc2)C(O)(C(F)(F)F)N1 (configuration not stated)	100	0
O=C1/C(=C/c2ccc(N3CCOCC3)cc2)Cc2ccccc21	115	2
N#CCn1c(CSc2ccc3c(c2)OCCO3)nc2ccccc2c1=O	103	0
CCc1ccccc1NC(=O)Cn1c(=O)c2cccn2c2ccc(F)cc21	99	-1.4
CC(C)Sc1nc(-c2ccccc2)cc(=O)[nH]1	102	0.5
CC(=O)c1cccc(NC(=O)CCS(=O)(=O)c2ccc(Br)s2)c1	106	0.4
Cc1oc2c(CN(C)C)c(O)ccc2c(=O)c1Oc1ccc2ccccc2c1	100	0

New compounds follow
SMILES	PV pol inh	PV pol inh FP z-score
CC(C)(C)C(=O)COC(=O)c1cc(=O)c2ccccc2o1	107	0.6
O=C(NCc1ccccn1)c1cccc(C(F)(F)F)c1	103	1.7
O=C(c1nc(-c2cccnc2)no1)N1CCOCC1	105	0.8
Fc1ccc(C2=CSC3=NCCCN23)cc1F	106	0
Cc1c(C)c(C)c(CSC(=S)N(C)C)c(C)c1C	107	0.7
CCOC(=O)Nc1cc(C(=O)OC)cc(C(=O)OC)c1	101	0
OC1(c2ccccc2)CCN(Cc2ccccc2)[C@@H]2CCCC[C@@H]21 (some centres not stated)	103	0
CCCc1cc(O)c2c(C)cc(=O)oc2c1	106	0.2
COc1cc(Cl)c(NC(=O)CCS(=O)(=O)c2cc3c(cc2Cl)NC(=O)CO3)c(OC)c1	111	1.2
CCOc1ccc(CNc2ccc(N3CCCC3)cc2)cc1	105	0.9
CCN(c1ccccc1)S(=O)(=O)c1ccc(-n2cnc3cc(C)c(C)cc32)nc1	103	0.1
CC(C)CCNC(=O)c1nn(C)c2c1CSc1ccccc1-2	105	-0.2
CCOC(=O)N1CCN(C(=O)c2ccc(CS(=O)(=O)c3ccccc3OC)o2)CC1	98	-1.4
CCOC(=O)c1ccc(NC(=O)Cn2cc(C(=O)CC)c3ccccc32)cc1	102	0.2
COc1cc(C2C(=O)N(C3CCC(C)CC3)CC(=O)N2CCc2ccc(Cl)cc2)ccc1OC(C)C (configuration not stated)	114	1
O=C(NCCc1ccc(Cl)cc1)c1ccc2c(c1)ncn2C1CCCC1	101	-0.2
Cc1ccc(S(=O)(=O)C2(C(=O)NC3CCCCC3)CC2)cc1	104	1
CCc1ccc(NC(=O)Cn2nnc(C(=O)NCc3ccco3)c2N)cc1	115	1.7
COc1ccc(C)cc1NC(=O)N1CCC(C)CC1	101	-0.6
CN(C)c1ccc(/C=N/N=C(N)N)cc1	103	0.5

Given in markdown: entries from further up.
| SMILES | PV pol inh | PV pol inh FP z-score |
| --- | --- | --- |
| Fc1ccc(C2=CSC3=NCCCN23)cc1F | 106 | 0 |
| Cc1c(C)c(C)c(CSC(=S)N(C)C)c(C)c1C | 107 | 0.7 |
| CCOC(=O)Nc1cc(C(=O)OC)cc(C(=O)OC)c1 | 101 | 0 |
| OC1(c2ccccc2)CCN(Cc2ccccc2)[C@@H]2CCCC[C@@H]21 (some centres not stated) | 103 | 0 |
| CCCc1cc(O)c2c(C)cc(=O)oc2c1 | 106 | 0.2 |
| COc1cc(Cl)c(NC(=O)CCS(=O)(=O)c2cc3c(cc2Cl)NC(=O)CO3)c(OC)c1 | 111 | 1.2 |
| CCOc1ccc(CNc2ccc(N3CCCC3)cc2)cc1 | 105 | 0.9 |
| CCN(c1ccccc1)S(=O)(=O)c1ccc(-n2cnc3cc(C)c(C)cc32)nc1 | 103 | 0.1 |
| CC(C)CCNC(=O)c1nn(C)c2c1CSc1ccccc1-2 | 105 | -0.2 |
| CCOC(=O)N1CCN(C(=O)c2ccc(CS(=O)(=O)c3ccccc3OC)o2)CC1 | 98 | -1.4 |
| CCOC(=O)c1ccc(NC(=O)Cn2cc(C(=O)CC)c3ccccc32)cc1 | 102 | 0.2 |
| COc1cc(C2C(=O)N(C3CCC(C)CC3)CC(=O)N2CCc2ccc(Cl)cc2)ccc1OC(C)C (configuration not stated) | 114 | 1 |
| O=C(NCCc1ccc(Cl)cc1)c1ccc2c(c1)ncn2C1CCCC1 | 101 | -0.2 |
| Cc1ccc(S(=O)(=O)C2(C(=O)NC3CCCCC3)CC2)cc1 | 104 | 1 |
| CCc1ccc(NC(=O)Cn2nnc(C(=O)NCc3ccco3)c2N)cc1 | 115 | 1.7 |
| COc1ccc(C)cc1NC(=O)N1CCC(C)CC1 | 101 | -0.6 |
| CN(C)c1ccc(/C=N/N=C(N)N)cc1 | 103 | 0.5 |

New compounds follow:
SMILES	PV pol inh	PV pol inh FP z-score
O=S(=O)(Nc1ccc(N2CCCCC2)cc1)c1ccccc1	108	0.6
COc1ccc(/C=C2/NC(=O)N(Cc3ccccc3F)C2=O)cc1	103	0.1
Cc1ccc(-c2cc3c(n2-c2ccccc2F)CC(C)(C)CC3=O)cc1	110	0.7
COc1ccc(CCNc2nc(-c3ccc(C)cc3)cc(C(F)F)n2)cc1OC	101	-1.3
CC(C)CCN(Cc1ccco1)C(=O)c1oc(=O)c2ccccc2c1-c1ccccc1	104	0.9
CCOC(=O)c1cc2c(C)n(-c3ccccc3)c(C)c2cc(C(=O)OCC)c1=O	97	-1.1
COc1c(C)cccc1C(=O)Nc1ccc(Cl)c(-c2nc3cc(C)ccc3o2)c1	107	0.8
COC(=O)c1ccc(CN(c2ccccc2OC)S(=O)(=O)c2cccs2)o1	107	0.5
COc1cccc(COC(=O)c2n[nH]c3ccccc23)c1	104	0.1
CN(C(=O)COC(=O)c1ccc(Cl)cc1O)C1CCS(=O)(=O)C1 (configuration not stated)	106	0.1
CNC(=O)N(O)c1ccccc1	102	0.3
S=C(NCc1ccco1)Nc1nn(Cc2ccc(Cl)cc2Cl)cc1Cl	102	0.8
Cc1ccc(CNc2oc(-c3ccc(COc4ccc(Cl)cc4)o3)nc2C#N)cc1	99	-1.6
Cc1ccc(CCNC(=O)c2nn(C)c3c2CSc2ccccc2-3)cc1	104	-0.4
COc1ccccc1C(=O)N(c1ccccc1)C(C)C1CC1 (configuration not stated)	102	0
CCn1c(=O)c2cc(C(=O)NCCc3cccc(C)c3)sc2c2ccccc21	100	-0.4
O=C(c1nc2ncccn2n1)N(Cc1ccccc1)Cc1ccccc1	102	0.1
CC(=O)NC(C(=O)NCc1ccc(F)cc1)C(C)C (configuration not stated)	108	1
O=C(CCSc1nc(-c2ccco2)cc(C(F)(F)F)n1)Nc1ccccc1	99	-0.5
S=C1NCN(CCCn2ccnc2)CN1	103	0.3
COc1ccc(/C=C2\CCc3ccccc3C2=O)cc1CN1CCOCC1	102	0
CCOC(=O)N1CCC(N(CCN(C)C)C(=S)Nc2cc(C)ccc2C)CC1	102	0.5
COc1ccc(N=C/C(Br)=C/c2ccccc2)cn1	91	-3.3
Cc1csc2nc(-c3cccc(NC(=O)c4ccc(S(N)(=O)=O)cc4)c3)cn12	107	-0.2
COc1ccc(C(=O)n2nccc2-c2ccc(-c3cccs3)s2)cc1	98	-1.5
Cc1ccc2[nH]c3c(c2c1)CCCC3=NCCO	98	-0.1
Cc1cc(C)c2c(c1C#N)CC(C)(C)C2=O	102	0
Cn1cccc1Cc1nnc(SCC(=O)N2CCc3ccccc32)n1Cc1ccccc1	98	-0.3
Cc1nc2sccn2c1-c1nc(-c2ccc(Br)o2)c(C(=O)c2ccc3c(c2)OCCO3)s1	107	0.5
O=C(CC(c1cccs1)N1Cc2ccccc2C1=O)Nc1ccc(F)cc1F (configuration not stated)	103	-0.8
CCOC(=O)c1c(C)[nH]c(CCC(=O)NCCCN2CCN(c3ccc(F)cc3)CC2)c1C	112	0.9
COC(=O)c1sccc1NC(=S)NCCN1CCNC1=O	104	0.9
CCOc1ccc(OCC)c(-n2cnnn2)c1	106	-0.2
Cc1nnc(NCc2ccc(F)cc2)c2c1nnn2Cc1ccc(F)cc1	104	1.3
O=C(NCCO)N1c2ccccc2Sc2ccccc21	102	0.1
Clc1cccc(N2CCN(c3ncnc4c3nc3n4CCCC3)CC2)c1	102	-1.3
CN1CCC(N(C)C(=O)c2cc(=O)c3ccccc3o2)CC1	108	0.6
Cc1ccc(S(=O)(=O)NC(=O)N(C)C2CCCCC2)cc1	103	-0.2
CN=c1scc(C)n1/N=C/C1CCCCC1	104	0.2
CCn1c(CSc2nc3ccccc3s2)nnc1SCC(=O)C(C)(C)C	100	-0.4
Cc1ccc(-n2ncc(C(=O)NCCN3CCCCC3)c2C2CCN(C(=O)OC(C)(C)C)CC2)cc1	102	-0.1
CCSc1nnc(Nc2ccccc2)s1	103	0.4
N=C1C(c2nc3ccccc3s2)=C(O)CN1c1ccc(S(N)(=O)=O)cc1	100	-0.2
Cn1c(=S)[nH]c2cc(C(=O)NC3CCCCCC3)ccc2c1=O	106	0.3
Cc1ccc(C(=O)NC(C)C(c2cccs2)N2CCCC2)s1 (configuration not stated)	105	0.6
COc1ccc(/C=C(\C#N)S(=O)(=O)c2ccccc2)cc1CSCc1ccco1	100	0.1
COc1ccc(CNc2nc(NCc3ccc(OC)cc3)n(S(C)(=O)=O)n2)cc1	100	-0.5
COCCCNC(=O)CSc1nc2cc3c(cc2c(=O)n1CCCCCC(=O)NCc1ccc(OC)cc1)OCO3	102	-0.9
COc1ccccc1NC(=O)c1c(C)nc(SCc2ccccc2)c(C#N)c1-c1ccc(C)o1	110	1.1
Cc1ccc(C)c(CN2C(=O)c3ccccc3Sc3ccc(C(=O)NC4CCCC4)cc32)c1	108	-0.6
CN1C(C(=O)Nc2ccccn2)=C(O)c2ccccc2S1(=O)=O	99&99&99&98	-0.2&0.1&-0.1&-0.6
COc1ccccc1-c1c(C)nn2c(C(F)(F)F)cc(-c3ccccc3)nc12	104	-0.1
Cc1ccc2nc(NC(=O)C(C)C)sc2c1	102	0.1
